Vif imaging – HIV Vif inhibition; HEK293T cells, Vif self-association by quenched fluorescence, imaging, 24 h; 340,000 compounds, 0.35% hits; AID 602346; inhibition, % at 7.49 µM; in the data active means inhibition above about 50%, passing the limit was not always enough; further: some results filed as inactive read as strong as hits
HIF-2a inh – inhibitors of HIF-2a | 786-0 RCC cells HIF-2a reporter, luciferase luminescence, overnight | inhibition, % at 18.8 µM | 360,000 compounds, 0.72% hits;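 active means inhibition of the luminescence signal of 40% or more relative to plate controls, in a single-dose primary screen at 18.75 µM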
KKLEB cytotox – CF airway cell cytotoxicity counter-screen | KKLEB CF airway cells viability, ATPlite luminescence, overnight; stronger effect = lower value; cells stimulated with P. aeruginosa culture filtrate | activity change (cytotoxicity), % at 5 µM | 360,000 compounds, 0.36% hits;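 active means corrected activity change at or below -50% at 5 µM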
CaV13 ICDI inh – Disruptors of the CACNA1D IQ motif to Ca2+-dependent inactivation inhibitor domain association, primary screening, Förster resonance energy transfer in intact living …; inhibition, % at 12.3 µM; 340,000 compounds, 0.098% hits; HEK cells, CFP/YFP FRET ICDI-IQ, plate reader, 10 min; percent FRET-ratio fall versus neutral wells;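 active means mean replicate inhibition of at least 30% and at least 1% of replicates passing that level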;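 further: 0% = median of the neutral control wells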
NR2E3 ag-1 – activates human NR2E3 receptor; Q9Y5X4; CHO-S Gal4-NCOR/VP16-NR2E3 two-hybrid, luciferase; inhibition of corepressor binding, % at 3.98 µM; 360,000 compounds, 0.35% hits; AID 602229;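 active means inhibition above the mean of all tested compounds plus 3 SD, cut at about 70% in these data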;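 further: 0% = DMSO with NR2E3 transfected cells and 100% = cells lacking NR2E3 construct; higher means lower luciferase signal from less NR2E3 corepressor binding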
Target sequence (Q9Y5X4 whole entry, looked up, the tested form may be a part): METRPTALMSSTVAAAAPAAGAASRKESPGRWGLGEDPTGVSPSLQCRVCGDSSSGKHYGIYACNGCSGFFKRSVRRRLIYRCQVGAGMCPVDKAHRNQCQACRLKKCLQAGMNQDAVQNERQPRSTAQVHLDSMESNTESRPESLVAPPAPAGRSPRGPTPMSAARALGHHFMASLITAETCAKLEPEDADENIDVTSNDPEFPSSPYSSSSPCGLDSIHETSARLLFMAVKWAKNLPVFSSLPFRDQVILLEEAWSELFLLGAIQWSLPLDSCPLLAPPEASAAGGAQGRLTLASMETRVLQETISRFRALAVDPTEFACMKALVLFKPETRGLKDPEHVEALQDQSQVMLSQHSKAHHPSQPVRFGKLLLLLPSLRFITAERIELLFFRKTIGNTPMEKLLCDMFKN
MITF TRPM1 inh – reduces MITF-dependent TRPM1 promoter luciferase signal | SK-MEL-5 TRPM1 promoter luciferase, 24 h | inhibition, % at 12.5 µM | 330,000 compounds, 0.83% hits;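 active means mean inhibition across replicates of 60% or more, whatever share of single replicates reaches that level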; further: values of inactives mirror those of a sister screen read the other way
Shn3 3UTR inh – reduces Shn3 3'UTR luciferase signal in osteoblasts; inhibition, % at 12.5 µM; 360,000 compounds, 0.52% hits; AID 588674; Clone20 osteoblast Shn3 3'UTR firefly luciferase, 24 h;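 active means mean inhibition of at least 75% with every replicate also reaching 75%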;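 further: 0% = median of neutral control wells and 100% = pilot-screen positive control compound; some compounds past the cut are filed as inactive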
CF NFkB block – cystic fibrosis NF-kB activation inhibition. inhibition, % at 5 µM. KKLEB NF-kB-GFP reporter, PAF-induced, GFP fluorescence overnight. 360,000 compounds, 0.86% hits;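 active means at least 50% inhibition at 5 µM, scaled per plate between neutral and stimulator controls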;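 further: PAF is a Pseudomonas aeruginosa culture filtrate used as stimulus; plate controls were PAF-stimulated DMSO wells for no effect and unstimulated DMSO wells for full effect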
NR2E3 ag-2 – agonists of human nuclear receptor NR2E3; Q9Y5X4; GST-NR2E3/biotin-RetCOR TR-FRET, 1536-well; inhibition of corepressor binding, % at 4.78 µM; 320,000 compounds, 0.12% hits; AID 2300;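 active means percent inhibition above the cutoff of mean plus 3 SD of all tested compounds, set per screening campaign, cut at about 20% in these data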;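 further: 0% = DMSO wells and 100% = biotin wells as full block of FRET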
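Format: 1536-well format; test system: GST-NR2E3 and biotin-RetCOR proteins; read-out basis: percent inhibition of TR-FRET ratio; timing: 5 h incubation at 4 °C; detection: time-resolved FRET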
Peg3 prom inh – reduces Peg3 promoter-driven luciferase expression in HeLa. AID 588405. 360,000 compounds, 1.7% hits. inhibition, % at 20 µM. HeLa PEG-Prom luciferase reporter, luminescence, overnight;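 active means inhibition of at least 50% at 20 µM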
PDI inh – inhibitors of human protein disulfide isomerase; PDI insulin aggregation turbidity, A650, 90 min; inhibition, % at 10 µM; 350,000 compounds, 0.052% hits; AID 588391;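 active means mean inhibition across replicates of 30% or more, whatever share of single replicates reach that level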;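 further: absorbance from insulin aggregation driven by PDI reduction with DTT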
Target sequence (P07237 whole entry, looked up): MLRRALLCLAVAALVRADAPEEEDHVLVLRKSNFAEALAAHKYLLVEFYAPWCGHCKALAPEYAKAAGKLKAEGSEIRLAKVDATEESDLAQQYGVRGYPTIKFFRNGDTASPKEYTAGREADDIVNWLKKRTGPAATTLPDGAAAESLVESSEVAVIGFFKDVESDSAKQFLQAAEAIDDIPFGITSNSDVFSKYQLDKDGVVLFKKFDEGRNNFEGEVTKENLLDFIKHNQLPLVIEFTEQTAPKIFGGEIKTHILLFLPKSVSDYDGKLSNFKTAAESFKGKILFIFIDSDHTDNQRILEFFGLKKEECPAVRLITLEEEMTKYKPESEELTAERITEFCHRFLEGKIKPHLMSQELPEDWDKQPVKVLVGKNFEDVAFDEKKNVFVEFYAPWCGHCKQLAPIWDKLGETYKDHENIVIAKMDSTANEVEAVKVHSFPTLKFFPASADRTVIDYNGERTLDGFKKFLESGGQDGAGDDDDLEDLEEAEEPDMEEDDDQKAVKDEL
* = called active by the depositor.

COc1ccc(-c2cc(C(=O)Nc3ccc(OC)c(OC)c3)[nH]n2)c(C)c1 was read as Vif imaging 5, HIF-2a inh -57, KKLEB cytotox -6, CaV13 ICDI inh -10, NR2E3 ag-1 -35, Shn3 3UTR inh -9, CF NFkB block 6, Peg3 prom inh -61 and PDI inh 4.
O=C(CCS(=O)(=O)c1ccc(Br)cc1)Nc1ccc2c(c1)OCO2 was read as Vif imaging -3, HIF-2a inh -82, KKLEB cytotox 4, CaV13 ICDI inh -6, NR2E3 ag-1 1, MITF TRPM1 inh -17, Shn3 3UTR inh -42, CF NFkB block 5, NR2E3 ag-2 1, Peg3 prom inh -40 and PDI inh 17.
C=C1Cn2c(nnc2-c2ccc(Cl)cc2)S1 was read as Vif imaging -1, HIF-2a inh -14, KKLEB cytotox 12, CaV13 ICDI inh -2, NR2E3 ag-1 -16, MITF TRPM1 inh 4, Shn3 3UTR inh -4, CF NFkB block -26, NR2E3 ag-2 3 and Peg3 prom inh -5.
Cc1ccc(NC(=O)C2(C)CCN2C(=O)c2ccccc2CCc2ccccc2)cc1C (configuration not stated) was read as Vif imaging -4, HIF-2a inh 7, KKLEB cytotox 3, CaV13 ICDI inh -12, NR2E3 ag-1 -14, Shn3 3UTR inh 21, CF NFkB block 0, Peg3 prom inh 27 and PDI inh 12.
`CCOC(=O)CSc1nc2ccccc2c(=O)n1CC1COc2ccccc2O1` (configuration not stated) gave Vif imaging -2, HIF-2a inh 23, KKLEB cytotox 2, NR2E3 ag-1 -22, MITF TRPM1 inh -6, Shn3 3UTR inh 12, CF NFkB block -8, NR2E3 ag-2 3, Peg3 prom inh 18 and PDI inh 3.
COc1ccc2c(=O)c(C(=O)NCc3ccccc3)c[nH]c2c1 was read as Vif imaging -2, HIF-2a inh -22, KKLEB cytotox 19, CaV13 ICDI inh -1, NR2E3 ag-1 -19, MITF TRPM1 inh -9, Shn3 3UTR inh -17, CF NFkB block -21, NR2E3 ag-2 -1, Peg3 prom inh 1 and PDI inh 4.
Screening CCC(C(=O)c1ccccc1)N(C(=O)c1ccccc1Cl)N1C(=O)C2C3C=CC(C3)C2C1=O (configuration not stated) returned Vif imaging 3, HIF-2a inh 6, KKLEB cytotox -8, CaV13 ICDI inh -9, NR2E3 ag-1 39, MITF TRPM1 inh -15, Shn3 3UTR inh 9, CF NFkB block 20, NR2E3 ag-2 -6, Peg3 prom inh 27 and PDI inh -3.
`Cc1oc2c(c(C)cc3oc(=O)c(CC(=O)NCC(=O)NCC(=O)O)c(C)c32)c1C` gave Vif imaging 6, HIF-2a inh 8, KKLEB cytotox -6, CaV13 ICDI inh -27, NR2E3 ag-1 -40, MITF TRPM1 inh 7, Shn3 3UTR inh 5, CF NFkB block 2, NR2E3 ag-2 1, Peg3 prom inh 8 and PDI inh -9.
COc1ccc(NC(=O)c2cn(-c3ccccc3)nc2SC)cc1 was read as Vif imaging -10, HIF-2a inh -132, KKLEB cytotox -6, CaV13 ICDI inh -5, NR2E3 ag-1 -26, MITF TRPM1 inh -30, Shn3 3UTR inh -9, CF NFkB block 1, NR2E3 ag-2 2, Peg3 prom inh -78 and PDI inh -11.
Screening CCc1ccc(NC2=NCC(=O)N2c2ccc3c(c2)OCCO3)cc1 returned Vif imaging 0, HIF-2a inh 5, KKLEB cytotox -2, NR2E3 ag-1 -21, MITF TRPM1 inh 10, Shn3 3UTR inh -10, CF NFkB block 0, NR2E3 ag-2 1, Peg3 prom inh 7 and PDI inh -11.
CCC(CC)c1nnc(NC(=O)Oc2ccccc2)s1 was read as HIF-2a inh -3, KKLEB cytotox -9, CaV13 ICDI inh -9, NR2E3 ag-1 10, MITF TRPM1 inh 12, Shn3 3UTR inh -4, CF NFkB block 10, NR2E3 ag-2 4, Peg3 prom inh 6 and PDI inh 5.
For COc1ccc(C2(C)NC(=O)N(CC(=O)NCc3ccccc3)C2=O)cc1OC (configuration not stated) the results were Vif imaging 12, HIF-2a inh 5, KKLEB cytotox -5, CaV13 ICDI inh -4, NR2E3 ag-1 -12, MITF TRPM1 inh -7, Shn3 3UTR inh 5, CF NFkB block 15, NR2E3 ag-2 4, Peg3 prom inh -10 and PDI inh 18.
O=C(CN1CCN(S(=O)(=O)c2ccc(F)cc2)CC1)Nc1ccc2c(c1)OCCO2 was read as Vif imaging -3, HIF-2a inh 0, KKLEB cytotox -3, CaV13 ICDI inh -5, NR2E3 ag-1 -7, MITF TRPM1 inh -8, Shn3 3UTR inh -1, CF NFkB block 3, NR2E3 ag-2 1, Peg3 prom inh 2 and PDI inh -9.
For C[C@H]1CN([C@@H](C)CO)C(=O)c2cc(-c3cccc(F)c3)cnc2O[C@@H]1CN(C)S(C)(=O)=O the results were Vif imaging -3, HIF-2a inh 11, KKLEB cytotox 4, CaV13 ICDI inh -3, NR2E3 ag-1 -6, Shn3 3UTR inh 0, CF NFkB block -18, Peg3 prom inh -5 and PDI inh -9.
Screening COc1ccc(NS(=O)(=O)c2ccc(O)c(C(=O)OCC(=O)NC(C)C3CC4CCC3C4)c2)cc1 (configuration not stated) returned Vif imaging -3, HIF-2a inh 23, KKLEB cytotox 20, CaV13 ICDI inh -2, NR2E3 ag-1 -4, MITF TRPM1 inh -3, Shn3 3UTR inh -8, CF NFkB block -22, NR2E3 ag-2 1, Peg3 prom inh 1 and PDI inh 8.
NC(=O)COc1ccc(/C=C2\C(=O)ON=C2c2ccccc2)cc1 was read as Vif imaging -3, HIF-2a inh 14, KKLEB cytotox 8, CaV13 ICDI inh -3, NR2E3 ag-1 4, MITF TRPM1 inh 7, Shn3 3UTR inh -3, CF NFkB block -34, NR2E3 ag-2 2, Peg3 prom inh 26 and PDI inh -5.
COc1ccc(C(=O)NCCCc2nc3ccccc3n2Cc2cc(C)ccc2C)cc1OC was read as Vif imaging -2, HIF-2a inh 6, KKLEB cytotox -4, CaV13 ICDI inh -3, NR2E3 ag-1 -17, Shn3 3UTR inh 13, CF NFkB block -1, NR2E3 ag-2 1 and Peg3 prom inh 19.
`O=C(O)/C=C/C(=O)N1CCN(c2ccc(F)cc2)CC1` gave Vif imaging 3, HIF-2a inh 19, KKLEB cytotox -6, CaV13 ICDI inh -5, NR2E3 ag-1 -50, MITF TRPM1 inh 5, Shn3 3UTR inh -37, CF NFkB block 10, NR2E3 ag-2 7, Peg3 prom inh 10 and PDI inh 0.
For COc1ccc(C(c2c(C)[nH][nH]c2=O)c2c(C)[nH][nH]c2=O)cc1Br the results were Vif imaging -2, HIF-2a inh 4, KKLEB cytotox 3, CaV13 ICDI inh -6, NR2E3 ag-1 -20, MITF TRPM1 inh 6, Shn3 3UTR inh 7, CF NFkB block 1, NR2E3 ag-2 0, Peg3 prom inh 16 and PDI inh 0.
`O=c1nc(SCc2ccccc2Cl)nc(-c2ccc(Cl)cc2)[nH]1` gave Vif imaging 4, HIF-2a inh 14, KKLEB cytotox -3, CaV13 ICDI inh -20, NR2E3 ag-1 15, MITF TRPM1 inh 7, Shn3 3UTR inh -4, CF NFkB block -16, NR2E3 ag-2 1, Peg3 prom inh -3 and PDI inh 1.
Screening COc1cc(NC(=S)N2CCN(C(c3ccccc3)c3ccccc3)CC2)cc(OC)c1 returned Vif imaging -22, HIF-2a inh 18, KKLEB cytotox 2, NR2E3 ag-1 27, MITF TRPM1 inh -11, Shn3 3UTR inh 30, CF NFkB block 17, NR2E3 ag-2 3, Peg3 prom inh 26 and PDI inh -1.
Screening CCC(=O)Nc1ccc(Nc2nc(Cl)nc(Nc3ccc(NC(=O)CC)cc3)n2)cc1 returned Vif imaging 5, HIF-2a inh 10, KKLEB cytotox 0, CaV13 ICDI inh 0, NR2E3 ag-1 -10, MITF TRPM1 inh 5, Shn3 3UTR inh 9, CF NFkB block 16, NR2E3 ag-2 5, Peg3 prom inh 6 and PDI inh 7.
For CCOCCCNC(=O)CN1C(=O)COc2ccc(S(=O)(=O)N3CC(C)CC(C)C3)cc21 (configuration not stated) the results were Vif imaging -7, HIF-2a inh 8, KKLEB cytotox 6, CaV13 ICDI inh -7, NR2E3 ag-1 16, MITF TRPM1 inh 5, Shn3 3UTR inh -20, CF NFkB block -8, NR2E3 ag-2 1, Peg3 prom inh 3 and PDI inh 7.
For Cc1c(-c2cc(C(=O)O)c3ccccc3n2)cnn1C the results were Vif imaging 13, HIF-2a inh 7, KKLEB cytotox -17, CaV13 ICDI inh -4, NR2E3 ag-1 -12, MITF TRPM1 inh 13, Shn3 3UTR inh 4, CF NFkB block 16, NR2E3 ag-2 4, Peg3 prom inh 13 and PDI inh -2.
CC1(C)OCC(C2CC(c3ccccc3)NS(=O)(=O)O2)O1 (configuration not stated) was read as Vif imaging 5, HIF-2a inh 2, KKLEB cytotox -19, CaV13 ICDI inh -4, NR2E3 ag-1 5, MITF TRPM1 inh -9, Shn3 3UTR inh -7, CF NFkB block -16, NR2E3 ag-2 3, Peg3 prom inh 2 and PDI inh -4.
Screening Nc1[nH]n2c(=O)cc(-c3ccccc3)nc2c1N=Nc1ccc(S(N)(=O)=O)cc1 returned Vif imaging 1, HIF-2a inh 10, KKLEB cytotox -7, CaV13 ICDI inh 9, NR2E3 ag-1 12, MITF TRPM1 inh 8, Shn3 3UTR inh 3, CF NFkB block -2, NR2E3 ag-2 0, Peg3 prom inh 11 and PDI inh 0.
For CCCCN1C(=S)NC[C@@H]1Cc1ccc(O)cc1 the results were HIF-2a inh -3, KKLEB cytotox 6, CaV13 ICDI inh -11, NR2E3 ag-1 11, MITF TRPM1 inh -9, Shn3 3UTR inh -4, CF NFkB block 7, NR2E3 ag-2 -1, Peg3 prom inh -7 and PDI inh 10.
`CN(C)CCOCCOc1ccc(Cl)cc1Br` gave Vif imaging -1, HIF-2a inh -6, KKLEB cytotox 3, CaV13 ICDI inh -4, NR2E3 ag-1 6, MITF TRPM1 inh 1, Shn3 3UTR inh -17, CF NFkB block 10, NR2E3 ag-2 0, Peg3 prom inh -16 and PDI inh 2.
`COc1ccccc1C(=O)Nc1ccc2c(c1)nc1n2CCN(C2CCCCC2)C1` gave Vif imaging -3, HIF-2a inh -2, KKLEB cytotox 16, CaV13 ICDI inh -16, NR2E3 ag-1 -3, MITF TRPM1 inh -22, Shn3 3UTR inh -18, CF NFkB block -12, NR2E3 ag-2 3, Peg3 prom inh -22 and PDI inh 9.
Screening CCOc1ccccc1C(=O)N1CCN=C1SC returned Vif imaging 8, HIF-2a inh 23, KKLEB cytotox 1, NR2E3 ag-1 -15, MITF TRPM1 inh 14, Shn3 3UTR inh -4, CF NFkB block 17, NR2E3 ag-2 -2, Peg3 prom inh 0 and PDI inh 2.

Screening results: PubChem, several laboratories
